High-throughput results from PubChem BioAssay.
SENP6 inh: SENP6 protease inhibitors, primary screen, biochemical, luminescence, uHTS | 1.8% of 330,000 active | AID 2599, 2010 | inhibition, % at 10 µM | Recombinant SENP6 catalytic domain, aminoluciferin luminescence | Sentrin-specific protease 6 (Homo sapiens), Q9GZR1;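 active = inhibition above about 50% at the single tested dose, limit read from the data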;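 note: plate controls were DMSO wells with enzyme for no effect and DMSO wells lacking enzyme for full effect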
Target sequence (Q9GZR1 628-1112 limits assumed): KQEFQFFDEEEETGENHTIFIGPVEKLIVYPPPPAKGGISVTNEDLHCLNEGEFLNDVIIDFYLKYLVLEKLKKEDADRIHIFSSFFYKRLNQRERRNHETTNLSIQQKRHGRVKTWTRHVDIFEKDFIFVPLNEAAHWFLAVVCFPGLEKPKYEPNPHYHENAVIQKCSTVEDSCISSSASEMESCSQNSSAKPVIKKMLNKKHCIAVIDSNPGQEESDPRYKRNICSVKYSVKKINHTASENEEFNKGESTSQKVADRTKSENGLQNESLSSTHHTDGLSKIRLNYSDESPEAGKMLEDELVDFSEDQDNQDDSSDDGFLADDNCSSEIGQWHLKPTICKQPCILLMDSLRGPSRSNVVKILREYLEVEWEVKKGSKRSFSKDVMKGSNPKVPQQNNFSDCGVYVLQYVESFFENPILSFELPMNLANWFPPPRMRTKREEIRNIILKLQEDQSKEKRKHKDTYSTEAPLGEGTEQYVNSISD
MPTP block: mitochondrial permeability transition pore inhibitors, primary screen, biochemical, isolated mouse mitochondria, absorbance | Ca2+ swelling absorbance, 30 min | inhibition, % at 10 µM | 1.4% of 360,000 active;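 active = inhibition of 50% or more, scaled per plate between neutral and stimulator controls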;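 note: 0% = DMSO wells given calcium and 100% = 1 mM EGTA wells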
ATG4B inh: ATG4B protease inhibitors, primary screen, biochemical, fluorescence, uHTS. Cysteine protease ATG4B (Homo sapiens), Q9Y4P1. ATG4B cleavage of LC3-PLA2, NBD-HPC fluorescence, 1 h. inhibition, % at 8.33 µM. 0.51% of 340,000 active; in the data active = inhibition above about 40%
Target sequence (Q9Y4P1 whole entry, looked up): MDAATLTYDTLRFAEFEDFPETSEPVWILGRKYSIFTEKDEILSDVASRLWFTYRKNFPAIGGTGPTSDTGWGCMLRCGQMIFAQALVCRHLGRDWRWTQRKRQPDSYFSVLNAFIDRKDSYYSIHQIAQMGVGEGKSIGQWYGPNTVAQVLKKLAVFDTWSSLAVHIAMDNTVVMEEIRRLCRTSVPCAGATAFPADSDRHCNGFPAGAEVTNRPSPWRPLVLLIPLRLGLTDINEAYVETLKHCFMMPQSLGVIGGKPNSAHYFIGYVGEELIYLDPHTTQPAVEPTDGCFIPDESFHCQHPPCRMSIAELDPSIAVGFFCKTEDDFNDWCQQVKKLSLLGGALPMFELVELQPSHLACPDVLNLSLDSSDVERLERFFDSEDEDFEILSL
GRIN3A LBD mod: binders of NR3A ligand-binding domain, primary screen, biophysical, differential scanning fluorimetry, uHTS | Glutamate receptor ionotropic, NMDA 3A (GRIN3A) ligand-binding domain | NR3A LBD differential scanning fluorimetry, Tm shift; 0% = protein alone, 100% = glycine-bound protein | Tm shift relative to glycine control, % at 25 µM | 2.5% of 340,000 active | AID 1259313, 2017;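 active = melting temperature shift of at least 10% of the positive control shift, at one fixed dose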
PfGluPho inh: PfG6PD enzyme inhibitors, primary screen, biochemical, fluorescence intensity, uHTS; inhibition, % at 20 µM; glucose-6-phosphate dehydrogenase-6-phosphogluconolactonase (Plasmodium falciparum 3D7); AID 504690, 2011; PfGluPho enzyme, NADPH resazurin-diaphorase fluorescence; 0.78% of 350,000 active;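 active = inhibition reaching at least a set limit at 20 µM in the primary screen, cut at about 59% in these data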;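 note: 0% = DMSO wells with substrate and 100% = DMSO wells lacking glucose-6-phosphate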
SENP8 inh: human SENP8 protease inhibitors, primary screen, biochemical, fluorescence, Nedd8 protein substrate, uHTS. recombinant SENP8. 0.64% of 360,000 active. Sentrin-specific protease 8 (Homo sapiens), Q96LD8. inhibition, % at 20 µM; in the data active = inhibition mostly above about 40%, no sharp cut-off; inactive = mostly below about 27%
SENP1 inh: human SENP1 catalytic domain inhibitors, primary screen, biochemical, FRET, uHTS; recombinant SENP1 catalytic domain, CyPet-SUMO1-YPet FRET cleavage; inhibition, % at 10 µM; 0.21% of 360,000 active; AID 624204, 2012;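 active = inhibition at least 30% at 10 µM, raw YFP signal under a set limit, fluorescence ratio 0.5 to 1.5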;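 note: 0% = enzyme with DMSO and 100% = no enzyme wells; some results filed as inactive read as strong as hits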
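Compound: 10 µM single point, 0.5% DMSO; Test system: hSENP1 catalytic domain, recombinant; Timing: 50 min reaction at room temperature; Technique: FRET, CFP and YFP emission; Control set: no-enzyme wells low, DMSO-plus-enzyme wells high control.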
hIAP act: human IAP activators, primary screen, biochemical, luminescence, uHTS | Intestinal-type alkaline phosphatase (Homo sapiens), P09923 | purified human IAP, CDP-Star luminescence, 30 min; hits give high values; 1 = vehicle-only enzyme, 0 = enzyme-free background | activation factor at 10 µM | 0.16% of 330,000 active | AID 2524, 2010;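 active = activation factor of the enzyme at least 2-fold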; note: the source names both 10 and 20 µM as test concentration; values of inactives mirror those of a sister screen read the other way
* marks the source's active call; other numbers are inactive results.

Screening COc1cc2c(cc1OC)C(NC(=O)c1ccc(C)cc1)CC2=O (configuration not stated) returned SENP6 inh -8, MPTP block -0.8, ATG4B inh -12, GRIN3A LBD mod 1, PfGluPho inh -3, SENP8 inh 8, SENP1 inh -1 and hIAP act 0.98.
Screening COc1ccc(S(=O)(=O)N2CCN(c3ccccn3)CC2)c(OC)c1 returned SENP6 inh 13, MPTP block 1.8, ATG4B inh -2, GRIN3A LBD mod 1, PfGluPho inh -12, SENP8 inh -11, SENP1 inh 0 and hIAP act 1.1.
For O=C1c2ccccc2CC1Sc1nnc(-c2ccncc2)o1 (configuration not stated) the results were SENP6 inh -6, MPTP block -0.6, ATG4B inh -10, GRIN3A LBD mod 0, PfGluPho inh -11, SENP8 inh 16, SENP1 inh 2 and hIAP act 1.2.
For CCOC(=O)c1c(NC(=O)c2cccs2)sc(C)c1CC the results were SENP6 inh 0, MPTP block 3.4, ATG4B inh -4, GRIN3A LBD mod -9, PfGluPho inh 15, SENP8 inh -334, SENP1 inh -5 and hIAP act 0.97.
Screening Cc1ccc(C2C(C(=O)c3cc4ccccc4o3)=C(O)C(=O)N2CCN2CCOCC2)o1 (configuration not stated) returned SENP6 inh -4, MPTP block -0.2, ATG4B inh -2, GRIN3A LBD mod 0, PfGluPho inh -19, SENP8 inh -14, SENP1 inh -11 and hIAP act 0.94.
CCOC(=O)C(C)n1cnc2c(nnn2-c2ccc(C)cc2)c1=O (configuration not stated) was read as SENP6 inh 8, MPTP block 12, ATG4B inh -1, GRIN3A LBD mod -2, PfGluPho inh -21, SENP8 inh 3, SENP1 inh 2 and hIAP act 1.1.
Cc1cc(=O)n(C(C)c2ccccc2)n1C(C)c1ccccc1 (configuration not stated) was read as MPTP block 0.0, ATG4B inh 9, GRIN3A LBD mod -1, PfGluPho inh -5, SENP8 inh 11 and SENP1 inh 1.
Screening O=C(COC(=O)Cc1ccsc1)Nc1ccc(Br)cc1 returned SENP6 inh -3, MPTP block -0.4, ATG4B inh -13, GRIN3A LBD mod -10, PfGluPho inh 7, SENP8 inh 16, SENP1 inh 4 and hIAP act 1.
Screening CCOc1ccc(N(C)S(=O)(=O)c2cc(-c3cc(C)no3)ccc2C)cc1 returned SENP6 inh 26, MPTP block -0.2, ATG4B inh -4, GRIN3A LBD mod 5, PfGluPho inh 18, SENP8 inh 7, SENP1 inh 2 and hIAP act 1.1.
Screening COc1ccc(S(=O)(=O)N(C(=O)c2ccco2)c2cc3sc(=O)oc3c3ccccc23)cc1 returned SENP6 inh -12, MPTP block 1.2, ATG4B inh -8, GRIN3A LBD mod -2, PfGluPho inh 52, SENP8 inh 5, SENP1 inh 6 and hIAP act 0.95.
For COc1ccc(/C=N/NC(=O)C(Cc2c[nH]c3ccccc23)NC(=O)OCC(C)C)cc1[N+](=O)[O-] (configuration not stated) the results were SENP6 inh -5, MPTP block -1.1, ATG4B inh 7, GRIN3A LBD mod -7, PfGluPho inh 5, SENP8 inh -1, SENP1 inh 3 and hIAP act 1.3.
Screening CC(C)n1c(N2CCN(C(=O)Nc3ccc(Cl)cc3)CC2)nc2ccccc21 returned SENP6 inh -19, MPTP block 8.6, ATG4B inh -3, GRIN3A LBD mod 2, PfGluPho inh 5, SENP8 inh 6, SENP1 inh 0 and hIAP act 1.1.
CC1(c2ccccc2)CC(C)(C)N(C(=O)c2cc([N+](=O)[O-])cc([N+](=O)[O-])c2)c2ccccc21 (configuration not stated) was read as SENP6 inh -5, MPTP block 1.0, ATG4B inh 2, GRIN3A LBD mod -4, PfGluPho inh 10, SENP8 inh 26, SENP1 inh 3 and hIAP act 0.93.
Nc1nc(-c2ccc(Cl)cc2)cn1N was read as SENP6 inh 0, MPTP block 2.9, ATG4B inh 5, GRIN3A LBD mod -7, PfGluPho inh -15, SENP8 inh 20, SENP1 inh -35 and hIAP act 1.1.
Screening Fc1ccccc1N=C1NN=C(c2ccccc2)CS1 returned SENP6 inh -19, MPTP block 0.2, ATG4B inh -9, GRIN3A LBD mod 13*, PfGluPho inh 1, SENP8 inh -28, SENP1 inh -2 and hIAP act 1.
`COC(=O)c1[nH]c2ccccc2c1NC(=O)CNC1CCCCC1` gave SENP6 inh -10, MPTP block -0.8, ATG4B inh -21, GRIN3A LBD mod -2, PfGluPho inh 8, SENP8 inh -151, SENP1 inh 0 and hIAP act 0.47.
Screening COc1cc(OC)cc(C(=O)N2CCN(C(=O)Cc3ccccc3)CC2)c1 returned SENP6 inh 5, MPTP block -0.7, ATG4B inh -4, GRIN3A LBD mod 0, PfGluPho inh -3, SENP8 inh 7, SENP1 inh 1 and hIAP act 1.2.
COC(=O)c1ccccc1NC(=O)C12CC3CC(C1)CC(n1cnc(Cl)n1)(C3)C2 was read as SENP6 inh 22, MPTP block 1.5, ATG4B inh -10, GRIN3A LBD mod -4, PfGluPho inh 0, SENP8 inh -6, SENP1 inh -1 and hIAP act 0.99.
`CCN(CC)CCNC(=O)c1c(O)c2cccc3c2n(c1=O)CCC3` gave MPTP block -3.6, ATG4B inh 3, GRIN3A LBD mod 2, PfGluPho inh 0, SENP8 inh -74 and SENP1 inh 0.
Screening Nc1nnc(COc2ccc(Br)cc2Br)s1 returned SENP6 inh -12, MPTP block -0.1, ATG4B inh 3, GRIN3A LBD mod 4, PfGluPho inh -1, SENP8 inh 6, SENP1 inh 0 and hIAP act 1.
COc1cccc(-c2cc(C(=O)NCC3CCCO3)c3ccccc3n2)c1 (configuration not stated) was read as SENP6 inh -23, MPTP block 0.0, ATG4B inh -1, GRIN3A LBD mod 0, PfGluPho inh 5, SENP8 inh -265, SENP1 inh 0 and hIAP act 1.1.
For Cc1ccc(C(C(=O)NCC2CCCO2)N(C(=O)c2snc(C(N)=O)c2N)c2ccc(F)cc2)o1 (configuration not stated) the results were SENP6 inh -18, MPTP block -1.6, ATG4B inh -4, GRIN3A LBD mod 0, PfGluPho inh 6, SENP8 inh -297, SENP1 inh -28 and hIAP act 0.9.
`c1ccc2c(c1)C(=Nn1cnnc1)c1ccccc1-2` gave SENP6 inh -28, MPTP block -0.7, ATG4B inh -4, GRIN3A LBD mod -11, PfGluPho inh 13, SENP8 inh 19, SENP1 inh 6 and hIAP act 1.
`Cc1cccc(Nc2nnc(SCC(=O)c3c(N)n(C4CC4)c(=O)[nH]c3=O)s2)c1C` gave SENP6 inh -2, MPTP block -2.0, ATG4B inh 0, GRIN3A LBD mod 0, PfGluPho inh 16, SENP8 inh 6, SENP1 inh 2 and hIAP act 0.97.
Screening Cc1cccc(NC(=O)c2nc[nH]c2C(=O)NCC(=O)OC(C)(C)C)c1 returned SENP6 inh -1, MPTP block 0.3, ATG4B inh 2, GRIN3A LBD mod -3, PfGluPho inh 13, SENP8 inh 4, SENP1 inh 0 and hIAP act 1.2.
`CC(OC(=O)CNS(=O)(=O)/C=C/c1ccccc1)C(=O)Nc1ccc(S(=O)(=O)N2CCCC2)cc1` (configuration not stated) gave SENP6 inh 2, MPTP block 0.5, ATG4B inh -9, GRIN3A LBD mod -2, PfGluPho inh 3, SENP8 inh 0, SENP1 inh -4 and hIAP act 0.97.
O=C(NNC(=O)c1cc(-c2ccncc2)nc2ccccc12)c1ccccc1O was read as SENP6 inh -1, MPTP block 0.4, ATG4B inh -10, PfGluPho inh -50, SENP8 inh -27, SENP1 inh -1 and hIAP act 1.6.
Screening O=C(O)c1cccnc1SCc1cn2cc(Cl)ccc2n1 returned SENP6 inh 6, MPTP block 0.1, ATG4B inh -9, GRIN3A LBD mod -3, PfGluPho inh -4, SENP8 inh 10, SENP1 inh -2 and hIAP act 1.1.
For CC1CC(OC(=O)c2ccccc2C(=O)c2ccc(Cl)cc2)C(=O)O1 (configuration not stated) the results were SENP6 inh 11, MPTP block -0.1, ATG4B inh -8, GRIN3A LBD mod 1, PfGluPho inh 48, SENP8 inh 0, SENP1 inh 0 and hIAP act 1.1.
Screening CCN1CCN(c2oc(-c3ccc([N+](=O)[O-])cc3)nc2C#N)CC1 returned SENP6 inh 3, MPTP block 1.2, ATG4B inh 0, GRIN3A LBD mod 1, PfGluPho inh -2, SENP8 inh 40, SENP1 inh 28 and hIAP act 1.2.
For O=C(NC(Cc1ccccc1)C(=O)N1CCN(S(=O)(=O)c2ccccc2F)CC1)c1ccccc1 (configuration not stated) the results were SENP6 inh 0, MPTP block 0.9, ATG4B inh -10, GRIN3A LBD mod 1, PfGluPho inh -4, SENP8 inh -16, SENP1 inh 2 and hIAP act 1.
For Brc1ccc(-c2csc3[n+]2CCCCC3)cc1 the results were SENP6 inh 9, MPTP block -1.0, ATG4B inh -6, GRIN3A LBD mod 0, PfGluPho inh 1, SENP8 inh -6, SENP1 inh -1 and hIAP act 1.
For CCOC(=O)C(NC(=O)Nc1ccc(Cl)cn1)(Oc1ccccc1)C(F)(F)F (configuration not stated) the results were SENP6 inh 8, MPTP block -3.8, ATG4B inh -1, GRIN3A LBD mod 1, PfGluPho inh -1, SENP8 inh 2, SENP1 inh -1 and hIAP act 0.75.
`CCCC/C(C)=N/NC(=O)Nc1ccccc1` gave SENP6 inh -11, MPTP block -1.0, ATG4B inh -16, GRIN3A LBD mod 1, PfGluPho inh -4, SENP8 inh 37, SENP1 inh 3 and hIAP act 1.

Arranged by length of the SMILES (rising): some entries from above.
`c1ccc2c(c1)C(=Nn1cnnc1)c1ccccc1-2` gave SENP6 inh -28, MPTP block -0.7, ATG4B inh -4, GRIN3A LBD mod -11, PfGluPho inh 13, SENP8 inh 19, SENP1 inh 6 and hIAP act 1.
`Cc1cccc(Nc2nnc(SCC(=O)c3c(N)n(C4CC4)c(=O)[nH]c3=O)s2)c1C` gave SENP6 inh -2, MPTP block -2.0, ATG4B inh 0, GRIN3A LBD mod 0, PfGluPho inh 16, SENP8 inh 6, SENP1 inh 2 and hIAP act 0.97.
`CC(OC(=O)CNS(=O)(=O)/C=C/c1ccccc1)C(=O)Nc1ccc(S(=O)(=O)N2CCCC2)cc1` (configuration not stated) gave SENP6 inh 2, MPTP block 0.5, ATG4B inh -9, GRIN3A LBD mod -2, PfGluPho inh 3, SENP8 inh 0, SENP1 inh -4 and hIAP act 0.97.
